Assay outcomes: PubChem BioAssay, Sanford-Burnham Center for Chemical Genomics
MIN6 prolif: MIN6 beta-cell proliferation induction; MIN6 cells proliferation, ATPlite luminescence, 48 h; cells starved in 0.2% serum; 100% = growth in 10% serum; proliferation, % at 10 µM; AID 2380; 0.29% of 330,000 active;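 active = compounds whose signal lies at least 3.5 SD above the mean of all wells on their plate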;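 note: 0% = DMSO-treated cells in low-serum medium and 100% = 10% serum control; some compounds called inactive have numbers as strong as hits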
GRIN3A LBD mod: modulators (binders) of human NR3A ligand-binding domain; NR3A LBD differential scanning fluorimetry, Tm shift; 0% = protein alone, 100% = glycine-bound protein; 2.5% of 340,000 active; Tm shift relative to glycine control, % at 25 µM;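 active = melting temperature shift of at least 10% of the positive control shift, at one fixed dose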
APOBEC3G inh: inhibitors of human APOBEC3G DNA deaminase | inhibition, % at 20 µM | AID 493012 | Q9HC16 | recombinant A3G, ssDNA deamination FAM/TAMRA fluorescence | 0.28% of 330,000 active;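 active = inhibition of at least 40% at 20 µM, with no more than 30% in the related APOBEC3A deaminase screen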;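 note: plate controls were DMSO wells with A3G for no effect and wells lacking A3G enzyme for full effect; some compounds called inactive have numbers as strong as hits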
Target sequence (Q9HC16 whole entry, looked up): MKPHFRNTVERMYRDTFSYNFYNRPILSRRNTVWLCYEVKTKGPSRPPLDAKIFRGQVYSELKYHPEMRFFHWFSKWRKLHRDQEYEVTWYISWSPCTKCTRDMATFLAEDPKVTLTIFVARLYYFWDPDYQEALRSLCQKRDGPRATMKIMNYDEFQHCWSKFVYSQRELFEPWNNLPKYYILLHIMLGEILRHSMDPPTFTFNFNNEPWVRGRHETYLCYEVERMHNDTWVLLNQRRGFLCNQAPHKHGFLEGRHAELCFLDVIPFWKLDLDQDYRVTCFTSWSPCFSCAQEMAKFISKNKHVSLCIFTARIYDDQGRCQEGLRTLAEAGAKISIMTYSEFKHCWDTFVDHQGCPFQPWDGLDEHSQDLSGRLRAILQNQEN
MPTP inh: blocks calcium-induced mitochondrial swelling; isolated mouse mitochondria, Ca2+ swelling absorbance, 30 min; 1.4% of 360,000 active; inhibition, % at 10 µM;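 active = inhibition of 50% or more, scaled per plate between neutral and stimulator controls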;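 note: 0% = DMSO wells given calcium and 100% = 1 mM EGTA wells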
hIAP act: human IAP activation | purified human IAP, CDP-Star luminescence, 30 min; active compounds read high; 1 = vehicle-only enzyme, 0 = enzyme-free background | activation factor at 10 µM | 0.16% of 330,000 active | AID 2524;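 active = activation factor of the enzyme at least 2-fold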; note: the source names both 10 and 20 µM as test concentration; values of inactives mirror those of a sister screen read the other way
Target sequence (P09923 whole entry, looked up): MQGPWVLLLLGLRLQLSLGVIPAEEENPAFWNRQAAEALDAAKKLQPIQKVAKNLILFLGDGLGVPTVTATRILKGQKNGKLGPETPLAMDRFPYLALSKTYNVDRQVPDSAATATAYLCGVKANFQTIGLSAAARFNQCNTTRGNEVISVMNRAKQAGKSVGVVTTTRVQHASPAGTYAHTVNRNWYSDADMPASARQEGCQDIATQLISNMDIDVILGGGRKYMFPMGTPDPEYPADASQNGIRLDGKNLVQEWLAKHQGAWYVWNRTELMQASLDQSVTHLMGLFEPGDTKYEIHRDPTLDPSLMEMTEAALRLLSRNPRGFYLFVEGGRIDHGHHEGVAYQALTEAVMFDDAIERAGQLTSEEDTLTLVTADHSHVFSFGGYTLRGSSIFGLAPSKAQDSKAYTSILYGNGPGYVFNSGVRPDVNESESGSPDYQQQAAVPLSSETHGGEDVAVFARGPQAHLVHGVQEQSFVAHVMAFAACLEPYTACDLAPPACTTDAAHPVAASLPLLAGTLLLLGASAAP
APOBEC3A inh: human APOBEC3A DNA deaminase inhibition; AID 493011; inhibition, % at 20 µM; recombinant A3A, FAM/TAMRA ssDNA deamination fluorescence; 0.41% of 330,000 active; P31941;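 active = at least 40% inhibition at 20 µM here, with at most 30% in a related deaminase screen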;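 note: plate controls were A3A with DMSO for no effect and wells lacking A3A enzyme for full effect; some results filed as inactive read as strong as hits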
mIAP inh: blocks mouse intestinal alkaline phosphatase | purified mouse IAP, CDP-Star luminescence, 30 min | inhibition, % at 10 µM | 0.2% of 330,000 active | AID 2806;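 active = inhibition of at least 40% at 10 µM in the primary screen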;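 note: plate controls were DMSO with enzyme for no effect and no enzyme wells for full effect; values of inactives mirror those of a sister screen read the other way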
hIAP inh: blocks human intestinal alkaline phosphatase; P09923; purified IAP, CDP-Star luminescence, 30 min; inhibition, % at 10 µM; 0.12% of 330,000 active; AID 2544;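 active = inhibition reaching a set limit with compound at 10 µM in the primary screen, cut at about 35% in these data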;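 note: plate controls were DMSO wells with enzyme for no effect and no-enzyme buffer wells for full effect; values of inactives mirror those of a sister screen read the other way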
mIAP act: mouse IAP activation; muIAP, CDP-Star luminescence, 30 min; active compounds read high; 1 = vehicle-only enzyme signal, 0 = enzyme-free wells; activation factor at 10 µM; 0.24% of 330,000 active;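 active = activation factor of at least 2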; note: the source names both 10 and 20 µM as test concentration; values of inactives mirror those of a sister screen read the other way
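Assay system: mouse IAP enzyme / Compound: DMSO-dissolved test compounds / Timing: 30 min, room temperature / Measured by: luminescence from enzymatic CDP-Star hydrolysis / Control set: DMSO-only wells, enzyme-free buffer wells as negative control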
* marks the source's active call; other numbers are inactive results. Compounds were not picked by outcome; about 5% have a hit in one of these screens.

How did CC(=O)[C@H]1CCC2C3CC=C4C[C@@H](O)CC[C@]4(C)C3CC[C@@]21C (stereo partly specified) do in these assays?
MIN6 prolif: 0; GRIN3A LBD mod: -2; APOBEC3G inh: -5; MPTP inh: -0.2; hIAP act: 1; APOBEC3A inh: -6; mIAP inh: -1; hIAP inh: -1; mIAP act: 1

How did Cc1ccc(-n2nnnc2SCC(=O)Nc2nc(-c3ccc(F)cc3)cs2)cc1C do in these assays?
MIN6 prolif: -2; GRIN3A LBD mod: 30*; APOBEC3G inh: -2; MPTP inh: 11; hIAP act: 1.1; APOBEC3A inh: 1; mIAP inh: 3; hIAP inh: -12; mIAP act: 0.97

What do the screens show for `CCN(CC(=O)Nc1cc(Cl)ccc1C)C(=O)CCOc1ccccc1C`?
MIN6 prolif: -1; GRIN3A LBD mod: -2; APOBEC3G inh: -3; MPTP inh: 0.9; hIAP act: 1.2; APOBEC3A inh: 0; mIAP inh: -1; hIAP inh: -15; mIAP act: 1

How did CC(=O)N1c2ccccc2NC2=C(C(=O)CCC2)C1c1ccco1 (stereo unspecified) do in these assays?
MIN6 prolif: 5; GRIN3A LBD mod: 1; APOBEC3G inh: 2; MPTP inh: -0.1; hIAP act: 1; APOBEC3A inh: 7; mIAP inh: -12; hIAP inh: -2; mIAP act: 1.1

How did CCc1cc2cc(C)ccc2nc1SCC(=O)Nc1cc(C)on1 do in these assays?
MIN6 prolif: -2; GRIN3A LBD mod: -2; APOBEC3G inh: 1; MPTP inh: 0.2; hIAP act: 0.81; APOBEC3A inh: 2; mIAP inh: 6; hIAP inh: 19; mIAP act: 0.94

What do the screens show for `CCn1c(SC(C)C(=O)O)nc2sc3c(c2c1=O)CCC3` (stereo unspecified)?
MIN6 prolif: -2; GRIN3A LBD mod: 0; APOBEC3G inh: 35; MPTP inh: -4.0; hIAP act: 1.1; APOBEC3A inh: 69; mIAP inh: 24; hIAP inh: -10; mIAP act: 0.76

How did CC1CCc2cc(F)cc3c(O)c(C(=O)NCCN(C)C)c(=O)n1c23 (stereo unspecified) do in these assays?
MIN6 prolif: -4; GRIN3A LBD mod: 5; APOBEC3G inh: -9; MPTP inh: 0.4; hIAP act: 0.97; APOBEC3A inh: -1; mIAP inh: 4; hIAP inh: 3; mIAP act: 0.96

How did CCN(CC)S(=O)(=O)c1cccc(-c2cn3cc(C)ccc3n2)c1 do in these assays?
MIN6 prolif: 2; GRIN3A LBD mod: 0; APOBEC3G inh: -8; MPTP inh: -2.0; hIAP act: 0.82; APOBEC3A inh: -6; mIAP inh: -7; hIAP inh: 18; mIAP act: 1.1

What do the screens show for `Cc1nnc(SCC(=O)Nc2cccc(S(=O)(=O)N3CCCCC3)c2)s1`?
MIN6 prolif: -2; GRIN3A LBD mod: 4; APOBEC3G inh: -1; MPTP inh: 0.8; hIAP act: 0.97; APOBEC3A inh: 3; mIAP inh: 5; hIAP inh: 3; mIAP act: 0.95

Results for COc1cccc(C(c2nnnn2Cc2ccccc2)N2CCN(C3CCCC3)CC2)c1OC (stereo unspecified) ?
MIN6 prolif: -3; GRIN3A LBD mod: -1; APOBEC3G inh: -4; MPTP inh: -2.6; hIAP act: 0.99; APOBEC3A inh: -2; mIAP inh: 1; hIAP inh: 1; mIAP act: 0.99

Results for Cc1cc(C)c(NC(=S)N(C)C)cc1C ?
MIN6 prolif: -2; GRIN3A LBD mod: 1; APOBEC3G inh: 12; MPTP inh: 0.0; hIAP act: 0.84; APOBEC3A inh: 1; mIAP inh: -1; hIAP inh: 16; mIAP act: 1

What do the screens show for `CCOc1ccccc1NC(=O)CSc1nccn1-c1ccccc1`?
MIN6 prolif: 1; GRIN3A LBD mod: -1; APOBEC3G inh: -4; MPTP inh: -0.2; hIAP act: 1.2; APOBEC3A inh: -4; mIAP inh: 2; hIAP inh: -18; mIAP act: 0.98

How did CC1CCCCN1S(=O)(=O)c1ccc(C(=O)N2CCOCC2)cc1 (stereo unspecified) do in these assays?
MIN6 prolif: -3; GRIN3A LBD mod: 0; APOBEC3G inh: -3; MPTP inh: -0.3; hIAP act: 1; APOBEC3A inh: 1; mIAP inh: -14; hIAP inh: -2; mIAP act: 1.1

What do the screens show for `Cc1ccc(N(CC(=O)NC(C)(C)C)C(=O)CCC(=O)Nc2nccs2)cc1C`?
MIN6 prolif: -2; GRIN3A LBD mod: -1; APOBEC3G inh: -4; MPTP inh: 0.6; hIAP act: 0.8; APOBEC3A inh: 3; mIAP inh: 3; hIAP inh: 20; mIAP act: 0.97

What do the screens show for `O=C(NCc1cccc(Cl)c1)C1CCC(=O)N(C2CC2)C1` (stereo unspecified)?
MIN6 prolif: 0; GRIN3A LBD mod: -1; APOBEC3G inh: -4; MPTP inh: 0.7; hIAP act: 1; APOBEC3A inh: -1; mIAP inh: 1; hIAP inh: -4; mIAP act: 0.99

Results for COC(=O)c1[nH]c2cc(OC)ccc2c1N ?
MIN6 prolif: -1; GRIN3A LBD mod: 0; APOBEC3G inh: -8; MPTP inh: -10; hIAP act: 1.1; APOBEC3A inh: -6; mIAP inh: -2; hIAP inh: -12; mIAP act: 1

What do the screens show for `Cn1cccc1C(=O)C(=O)Nc1ccccc1`?
MIN6 prolif: -1; GRIN3A LBD mod: -1; APOBEC3G inh: -7; MPTP inh: -0.7; hIAP act: 1.2; APOBEC3A inh: 1; mIAP inh: -3; hIAP inh: -22; mIAP act: 1

Results for CC(C)CCN(CC(=O)NC1CCCC1)C(=O)C(=O)Nc1ccc2c(c1)OCCO2 ?
MIN6 prolif: -1; GRIN3A LBD mod: 1; APOBEC3G inh: -6; MPTP inh: -0.2; hIAP act: 1; APOBEC3A inh: -4; mIAP inh: -22; hIAP inh: -5; mIAP act: 1.2

What do the screens show for `Cc1c(OCC(N)=O)ccc2c(-c3ccccc3)cc(=O)oc12`?
MIN6 prolif: 1; APOBEC3G inh: -2; MPTP inh: 0.0; hIAP act: 1.1; APOBEC3A inh: 1; mIAP inh: 8; hIAP inh: -9; mIAP act: 0.93

What do the screens show for `O=C1CSC(c2cccc(F)c2)N1c1ccccc1F` (stereo unspecified)?
MIN6 prolif: -3; GRIN3A LBD mod: 4; APOBEC3G inh: -3; MPTP inh: 0.5; hIAP act: 1.1; APOBEC3A inh: 0; mIAP inh: 2; hIAP inh: -9; mIAP act: 0.98

The final two records of the part before lead into the next.
What do the screens show for `Cc1c(OCC(N)=O)ccc2c(-c3ccccc3)cc(=O)oc12`?
MIN6 prolif: 1; APOBEC3G inh: -2; MPTP inh: 0.0; hIAP act: 1.1; APOBEC3A inh: 1; mIAP inh: 8; hIAP inh: -9; mIAP act: 0.93

What do the screens show for `O=C1CSC(c2cccc(F)c2)N1c1ccccc1F` (stereo unspecified)?
MIN6 prolif: -3; GRIN3A LBD mod: 4; APOBEC3G inh: -3; MPTP inh: 0.5; hIAP act: 1.1; APOBEC3A inh: 0; mIAP inh: 2; hIAP inh: -9; mIAP act: 0.98

What do the screens show for `COc1cccc(OC)c1C(=O)Nc1nc2ccc(S(C)(=O)=O)cc2s1`?
MIN6 prolif: -1; GRIN3A LBD mod: -2; APOBEC3G inh: 0; MPTP inh: -1.6; hIAP act: 0.93; APOBEC3A inh: 0; mIAP inh: 13; hIAP inh: 8; mIAP act: 0.87

How did CCOc1cc(/C=N/NC(=O)CSc2cccc3cccnc23)ccc1O do in these assays?
MIN6 prolif: 4; GRIN3A LBD mod: -8; APOBEC3G inh: 0; MPTP inh: 0.9; hIAP act: 0.86; APOBEC3A inh: 6; mIAP inh: -1; hIAP inh: 14; mIAP act: 1

Results for Cc1ccc(-c2nc3ccc(NS(=O)(=O)c4ccccc4)cc3[nH]2)o1 ?
MIN6 prolif: -1; GRIN3A LBD mod: -5; APOBEC3G inh: -6; MPTP inh: -1.5; hIAP act: 0.96; APOBEC3A inh: 0; mIAP inh: -6; hIAP inh: 4; mIAP act: 1.1

What do the screens show for `COc1ccc(-c2cn(CC3CCCCC3)nn2)cc1`?
MIN6 prolif: 3; GRIN3A LBD mod: 1; APOBEC3G inh: -3; MPTP inh: -0.4; hIAP act: 0.95; APOBEC3A inh: 0; mIAP inh: -1; hIAP inh: 5; mIAP act: 1

What do the screens show for `Cc1cc2c3nonc3ccc2n1-c1ccccc1`?
MIN6 prolif: -3; GRIN3A LBD mod: 1; APOBEC3G inh: -2; MPTP inh: 1.5; hIAP act: 1; APOBEC3A inh: -2; mIAP inh: -3; hIAP inh: -1; mIAP act: 1

What do the screens show for `O=S(=O)(NC1CCCCC1)c1ccc(F)c2ccccc12`?
MIN6 prolif: -1; GRIN3A LBD mod: -8; APOBEC3G inh: 0; MPTP inh: -2.6; hIAP act: 0.9; APOBEC3A inh: 1; mIAP inh: -3; hIAP inh: 10; mIAP act: 1

Results for Cc1cc(Br)cc(Br)c1OCC(=O)NNC(=O)c1ccoc1C ?
MIN6 prolif: 3; GRIN3A LBD mod: 1; APOBEC3G inh: -3; MPTP inh: 0.1; hIAP act: 1.7; APOBEC3A inh: -6; mIAP inh: -6; hIAP inh: -71; mIAP act: 1.1

What do the screens show for `Oc1cccc(CCC2CCCCN2Cc2cn[nH]c2-c2ccc3c(c2)OCO3)c1` (stereo unspecified)?
MIN6 prolif: -1; GRIN3A LBD mod: -2; APOBEC3G inh: -6; MPTP inh: 0.4; hIAP act: 1.2; APOBEC3A inh: 2; mIAP inh: -1; hIAP inh: -24; mIAP act: 1

What do the screens show for `O=c1c(C=NCc2cccnc2)c(C(F)(F)F)[nH]n1-c1nc2ccccc2s1`?
MIN6 prolif: -2; GRIN3A LBD mod: -14; APOBEC3G inh: -5; MPTP inh: 1.9; hIAP act: 0.98; APOBEC3A inh: -2; mIAP inh: 6; hIAP inh: 2; mIAP act: 0.94

How did O=C(O)CCCC(=O)Nc1ccc(Br)cc1C(=O)O do in these assays?
MIN6 prolif: 0; GRIN3A LBD mod: 4; APOBEC3G inh: -2; MPTP inh: -0.4; hIAP act: 0.99; APOBEC3A inh: -1; mIAP inh: 2; hIAP inh: 1; mIAP act: 0.98

How did COCCN(C(=O)COC(=O)C1(c2ccccc2)CC1)c1c(N)n(CC(C)C)c(=O)[nH]c1=O do in these assays?
MIN6 prolif: 0; GRIN3A LBD mod: 2; APOBEC3G inh: -5; MPTP inh: -0.4; hIAP act: 0.94; APOBEC3A inh: -2; mIAP inh: 6; hIAP inh: 6; mIAP act: 0.94

Results for CCc1c(O)nc(SCC(=O)N2CCOCC2)n(-c2ccccc2)c1=O ?
MIN6 prolif: -1; GRIN3A LBD mod: -3; APOBEC3G inh: -7; MPTP inh: -1.8; hIAP act: 0.89; APOBEC3A inh: 3; mIAP inh: 10; hIAP inh: 11; mIAP act: 0.91

How did CCN(CC)/C(=N/O)NC(=O)NS(=O)(=O)c1ccc(C)cc1 do in these assays?
MIN6 prolif: 0; GRIN3A LBD mod: -4; APOBEC3G inh: -4; MPTP inh: 0.1; hIAP act: 1; APOBEC3A inh: -1; mIAP inh: -1; hIAP inh: -3; mIAP act: 1
